# Source: PubChem BioAssay (National Center for Advancing Translational Sciences (NCATS))
# MLL CXXC-DNA inh: MLL CXXC-DNA interaction inhibition. AID 2662. 290,000 compounds, 0.037% hits. MLL-CXXC / FITC-HOXA9 DNA fluorescence polarization. Potency, µM (doses to about 115 µM), for inactives: top-dose activity change, negative = inhibition, most hits filed as inhibitors. Q03164; active = well fitted inhibition curve with a large enough effect in the polarisation, with a control signal flat, not every such curve was filed as active; inconclusive = small, poorly fitted or top-dose-only effect, or effect the other way, or a change in a side signal; inactive = no such curve, though single readings can be large or run the other way; the % refers to the polarisation; note: potency is the fitted concentration of half-maximal effect
#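 Steps: dispense CXXC domain solution (7 uM) → pin compounds or unlabeled HOX-A9 DNA control → 5 min ambient → add FLSN-HOX-A9 solution (50 nM) → spin → 30 min ambient → fluorescence polarization. Tris pH 7.5/NaCl/DTT/BSA buffer.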
# A-T KAP1 phos: potential ataxia-telangiectasia treatment; […] A-T fibroblasts, KAP-1 phosphorylation AlphaLISA; neocarzinostatin DNA damage 30 min before lysis; Potency, µM (titrated, usually from 57.5 µM), for inactives: at the highest dose activation, most hits filed as activators; 320,000 compounds, 0.19% hits; note: potency is the fitted concentration of half-maximal effect; % of control where 0% means no effect; nearly all actives have a fitted effect of over 45% in size
#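 ATM-like activity read as KAP-1 phosphorylation via AlphaLISA donor/acceptor antibody pairs after lysis and 6 hr at 25C. Cells were ATM-null patient fibroblasts ([…], hTERT), dosed 60 min, then exposed to the DSB inducer NCS for 30 min.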
# hERG WT inh: blocks the wildtype human KCNH2 potassium channel; Q12809; activity change, % at 1.84 µM; 340,000 compounds, 0.37% hits; AID 720551; U2OS, BacMam KCNH2, thallium flux FluxOr; active compounds read low;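 active = maximum activity change below -70%; inconclusive = maximum activity change between -70% and -50%; inactive = maximum activity change above -50%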; note: % is set by controls: 0 for no effect and ±100 for the full control effect
#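 U2OS cells were transduced with wild-type KCNH2 virus (2.03 x 10^8 / mL) for 4 h at room temperature, then cultured overnight at 37 C. Thallium flux was read with FluxOr dye. Rate constants were normalized to DMSO controls.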
# Tb PFK inh: inhibitors of T. brucei phosphofructokinase | O15648 | T. brucei PFK, ADP-Glo luminescence | Potency, µM (top dose mostly 57.5 µM), inactives show at the highest dose activity, negative = inhibition, hits mostly inhibitors | 330,000 compounds, 0.17% hits | AID 485367;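 note: potency is the fitted concentration of half-maximal effect; 0% = uninhibited 1x PFK enzyme wells and -100% = no-enzyme wells; nearly all actives have a fitted effect of over 60% in size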
#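 Activity is normalized to no-enzyme wells (full inhibition) and 1.25 nM enzyme wells (no inhibition). Reaction: 0.5 mM F6P, 0.1 mM ATP, 45 min RT, ADP-Glo luminescence; concentration-response curves fitted and classed by quality.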
# Coupling enz: coupling enzyme interference in Giardia aldolase counter-screen. activity change, negative = inhibition, % at 58.2 µM, hits read low. 290,000 compounds, 0.67% hits. coupling enzyme system counterscreen, AmpLite Red fluorescence; in the data active = activity change below about -30%; note: % is set by controls: 0 for no effect and ±100 for the full control effect
#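 Compounds tested against the coupling enzymes alone at 57.5 uM final; readout was AmpLite Red fluorescence (525/598 nm) after 20 min at RT.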
# TSHR antagonist: human thyrotropin receptor antagonism; TSHR-expressing cells, TSH-stimulated cAMP HTRF, 2 h; active compounds read low; activity change, negative = inhibition, % at 11.5 µM; 330,000 compounds, 0.2% hits; AID 504810;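 active = activity change below a set negative limit, meaning inhibition stronger than a set level, cut at about -70% in these data; inconclusive = activity change between two set negative limits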; note: % is set by controls: 0 for no effect and ±100 for the full control effect
# Target sequence (P16473 whole entry, looked up): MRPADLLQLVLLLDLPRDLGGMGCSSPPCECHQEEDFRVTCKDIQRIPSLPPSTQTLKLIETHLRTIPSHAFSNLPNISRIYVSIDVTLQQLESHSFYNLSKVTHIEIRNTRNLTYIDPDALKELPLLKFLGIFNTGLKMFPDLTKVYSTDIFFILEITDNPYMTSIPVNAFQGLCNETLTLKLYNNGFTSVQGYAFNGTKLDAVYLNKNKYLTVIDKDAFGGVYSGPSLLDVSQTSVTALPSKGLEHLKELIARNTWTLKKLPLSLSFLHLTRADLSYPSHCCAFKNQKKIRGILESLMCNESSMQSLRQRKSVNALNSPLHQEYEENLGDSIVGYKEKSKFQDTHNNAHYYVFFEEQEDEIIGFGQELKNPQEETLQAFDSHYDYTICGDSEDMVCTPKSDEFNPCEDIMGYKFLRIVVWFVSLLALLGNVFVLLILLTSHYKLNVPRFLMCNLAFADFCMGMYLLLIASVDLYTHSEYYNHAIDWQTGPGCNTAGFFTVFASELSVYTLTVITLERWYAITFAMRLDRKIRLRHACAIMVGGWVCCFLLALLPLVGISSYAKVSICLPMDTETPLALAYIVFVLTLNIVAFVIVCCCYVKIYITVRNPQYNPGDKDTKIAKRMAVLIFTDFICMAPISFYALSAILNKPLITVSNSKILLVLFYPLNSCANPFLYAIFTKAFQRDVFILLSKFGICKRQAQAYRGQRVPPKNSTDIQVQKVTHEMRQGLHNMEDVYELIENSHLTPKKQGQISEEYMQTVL
#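 Antagonism was scored as loss of TSH-driven cAMP in TSHR cells, stimulated with 4nM TSH (EC80) for 2 hours at 37 deg C and detected by homogeneous HTRF competition immunoassay.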
# Giardia kill: kills Giardia lamblia | Giardia lamblia trophozoite viability | activity change, % at 7.66 µM, hits read low | 340,000 compounds, 0.15% hits | AID 540267; in the data active = activity change below about -80%; inconclusive = between about -30% and that limit;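 note: parasites exposed to compound for two days anaerobically before the ATP read; % is set by controls: 0 for no effect and ±100 for the full control effect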
#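 Luminescent ATP signal served as the viability read-out, measured 15-30 min after adding ATP detection reagent to trophozoites that had been incubated with compounds for 48 hrs at 37 deg C anaerobically at 100 cells/well.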
# TCR activator: activates T cell receptor signaling; primary human leukocytes, anti-CD3, IL-2 HTRF, 48 h; Potency, µM (top dose mostly 9.22 µM), without a hit: at the top dose activation of IL-2 secretion, actives largely listed as activators; 330,000 tested, under 10 active; note: % of control where 0% means no effect
#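 TCR engagement came from a-CD3 beads alone, with compounds added to primary human leukocytes for 48 hr. Secreted IL-2 bridged europium cryptate- and d2-labelled anti-IL-2 antibodies, giving FRET emission at 665nm after 320nm excitation.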
# Chronic BCR inh: inhibitors of chronic active B-cell receptor signaling | Potency, µM (titrated, usually from 46.1 µM), for inactives: at the top dose ratio change, negative = lower green/red ratio, usual class: inhibitors | ABC-DLBCL IkBa-CBG/CBR reporter, luminescence ratio, 4 h | 340,000 compounds, 0.05% hits; active = well fitted inhibition curve with a large enough effect in the signal ratio, with a control signal flat, not every such curve was filed as active; inconclusive = small, poorly fitted or top-dose-only effect, or effect the other way, or a change in a side signal; the % refers to the signal ratio;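 note: potency is the fitted concentration of half-maximal effect; plate controls were basal doxycycline-induced cells for no effect and cells given 10 µM MG132 for full effect; MG132 reads +100%, hits lower the ratio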
#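 TMD8 human ABC-DLBCL cells with doxycycline-inducible IκBα–green luciferase fusion and unfused red luciferase, in 0.5% FBS medium; compounds up to 46 uM, 4 h at 37C. Green/red luminescence ratio, filter-overlap corrected, fitted to concentration-response curves.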
# GALK inhibitor: galactokinase (human) inhibition; Purified GALK, Kinase-Glo residual ATP luminescence; Potency, µM (top dose mostly 57.5 µM), for the others: at the highest dose activity change, negative = inhibition, most hits filed as inhibitors; AID 1868; 270,000 compounds, 0.007% hits; P51570; note: potency is the fitted concentration of half-maximal effect; % is set by controls: 0 for no effect and ±100 for the full control effect
#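 Luminescence from leftover ATP (Ultra-Glo luciferase/luciferin) served as read-out after a 1 h room-temperature reaction of 5 nM GALK with 35 uM ATP and 100 uM galactose.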
# * = called active by the depositor; ? = inconclusive; . = no result given; & = joins results of further samples; [ ] = dose if it differs, or a comment. Unless noted, calls come from the whole dose curve; as a rule, active = well fitted curve in the direction sought with a large enough effect; inconclusive = small, poorly fitted or top-dose-only effect, or another doubt; inactive = no such curve, though single readings can be large; an effect the other way counts as inactive or inconclusive.
SMILES,MLL CXXC-DNA inh,A-T KAP1 phos,hERG WT inh,Tb PFK inh,Coupling enz,TSHR antagonist,Giardia kill,TCR activator,Chronic BCR inh,GALK inhibitor
O=C1CN(C(=O)c2ccc(Br)o2)C(c2ccc(F)cc2)c2cc(F)ccc2N1 (stereo not given),8.7%,-1.1%,-20.9,6.0%,0.5,-3.5,-6.7,-2.0%[46.1 µM],?,-2.1%
COc1ccc(S(=O)(=O)N(CC(=O)N2CCN(C)CC2)c2ccc(C)cc2)cc1Br,3.7%,8.5%,1.8,2.2%,-0.2,0.6,20.8,-4.2%,-0.9%,-1.2%
Cc1ccc2c(c1)N(S(=O)(=O)c1cc(-c3cc(C)no3)ccc1C)CCO2,5.2%,11.7%,0.4,-4.6%,-1.3,-35.9,10.8,-3.8%,?,5.6%
COc1cccc(C(=O)N(Cc2ccco2)c2c(N)n(Cc3ccccc3)c(=O)[nH]c2=O)c1,.,-0.8%,6.2,6.2%,.,12.1,-10.1,.,-12.5%,.
Cc1nc(Nc2ccncc2)c2oc3ccccc3c2n1,?,.,-15.6,1.1%,-4.8,22.8,1.0,4.8%,?,-0.7%
CC1CC(OCC(O)CN2CCOCC2)CC(C)(C)C1 (stereo not given),21.6%,-6.9%,-10.3,-0.9%,3.9,11.9,-7.9,4.3%[46.1 µM],?,2.0%
C=Cc1ccc(C(=O)NC2CCCN(Cc3ccccc3F)C2)cc1 (stereo not given),4.3%,5.7%,4.0,-0.3%,2.6,-1.0,12.1,4.4%,-10.0%,3.9%
COc1ccc(C2N(c3ccc4c(c3)OCCO4)C(=O)C2(F)F)cc1OC (stereo not given),-13.8%,3.4%,11.9,2.0%,1.6,11.9,-1.0,-0.3%,?,-2.6%
COCCCn1c(C(=O)N2CCOCC2)cc2c(=O)n3ccccc3nc21,0.1%,-0.1%,-18.2,-1.2%,-3.1,-0.7,-0.8,-7.5%,-0.4%,-2.7%
COCCOc1cc(N2C(=O)CSCC2=O)c(Cl)cc1Cl,0.8%,-7.7%,-6.5,-29.7%,3.1,8.2,-6.8,-1.5%,-13.4%,.
Cc1ccc(OCC(=O)O/N=C(\N)c2ccncc2)c(C)c1,3.0%,3.4%,20.1,4.2%,-0.6,-8.5,11.8,-4.1%,19.7%,-0.4%
COc1ccc(CN=CC2=C(O)CNC2=O)cc1,-0.7%,0.0%,-0.2,4.6%,4.3,2.8,9.5,3.4%,?,-1.1%
O=C(O)c1ccccc1NC(=O)c1ccccc1-c1ccccc1C(=O)O,-0.7%,10.5%,-10.3,1.4%,3.0,1.8,11.3,-6.5%,4.8%,-2.7%
CC(Sc1n[nH]c(-c2cccs2)n1)C(=O)Nc1ccccc1F (stereo not given),.,-1.4%,4.3,-3.0%,.,14.9,8.8,-3.9%,-5.4%,.
Cc1c(C(=O)N2CCCCC2)nn(-c2ccc(Cl)cc2)c(=O)c1C#N,-1.0%,-1.0%,1.4,-2.1%,-8.2,3.9,-9.8,-5.8%,8.0%,1.2%
CCOC(=O)c1c(C)[nH]c(C)c1C(=O)COc1ncnc2ccccc12,4.6%,-2.3%,-1.7,3.5%,-3.0,9.3,1.6,4.5%,-3.6%,-0.8%
O=C(CCn1c(=O)oc2ccccc21)NCCC1=CCCCC1,5.4%,-3.0%,-1.5,0.7%,-0.1,4.0,24.4,-3.1%,1.9%,.
CCOc1ccc(Oc2c(C)oc3cc(O)ccc3c2=O)cc1,-1.0%,-7.7%[11.5 µM],-6.7,-2.7%,15.3,13.8,6.8,0.5%,-3.6%,2.6%
CCOc1ccc(S(=O)(=O)NCc2ccncc2)cc1,2.7%,6.5%,-3.2,3.0%,5.5,-20.7,-9.3,-6.6%,-25.6%,-0.3%
CC(NC(=O)CSc1ncnc2nc[nH]c12)c1ccccc1 (stereo not given),12.4%,1.6%,0.3,-7.4%,-0.8,1.5,0.0,-1.1%,6.6%,-2.7%
COCc1nnc(NC(=O)CC(C)c2ccccc2)s1 (stereo not given),0.3%,6.0%,2.3,-2.6%,-2.2,1.7,10.9,-2.2%,0.5%,-1.0%
O=C(c1cccc(F)c1)N1CCN(C(=O)c2cc3ncc(Br)cn3n2)CC1,2.9%,-2.3%,0.0,-9.2%,3.0,-6.9,0.6,2.2%,17.9%,0.2%
CCOC(=O)CN(C(=O)Cn1nnc(-c2ccc(C)cc2)n1)C(CC)C(=O)NC1CCCC1 (stereo not given),4.5%,2.1%,17.0,0.2%,0.3,-4.7,-2.5,.,-17.5%,-0.3%
O=S(=O)(NCC(c1ccco1)N1CCOCC1)c1ccc(Cl)cc1 (stereo not given),3.0%,1.0%,-4.8,1.0%,0.7,26.2,10.7,-3.2%[46.1 µM],-1.7%&1.2%,1.9%
O=C(NCCCN1CCOCC1)c1ccc2c(=O)n(Cc3cccc(Br)c3)c(=S)[nH]c2c1,37.5%[activator],-4.0%,4.9,-0.1%,-9.7,-8.6,4.8,-3.4%,?,-5.7%
CCOC(=O)C1CCN(C(=O)c2ccccc2Oc2ccccc2)CC1,-8.0%,2.6%,-13.0,-6.8%,5.6,-8.6,2.2,4.5%,2.6%,0.0%
Cc1ccc(NC(=O)CN(C)C(=O)Cc2c(Cl)cccc2Cl)cc1,15.6%,-1.0%,-6.1,1.2%,-3.0,-10.4,-13.1,-3.0%,8.3%,-5.7%
COc1ccccc1NC(=O)CSCc1cc(=O)n2ccsc2n1,4.0%,-1.1%,-2.9,0.4%,2.0,33.0,-19.9,6.3%,-2.5%,-1.9%
COc1ccc(C(=O)N/C(=C\c2ccco2)C(=O)NCc2ccco2)cc1,2.6%,22.8%,-0.2,0.5%,.,-9.6,-12.7,-0.8%,2.5%,-2.2%
COc1ccc(-n2nc(C(=O)NCC(=O)N3CCN(c4ccccc4)CC3)c3ccccc3c2=O)cc1OC,15.2%,-0.6%,2.4,-2.5%,0.5,-10.1,-16.2,6.4%,11.2%,-2.7%
N#C/C(=C\c1ccc[nH]1)Sc1nc2ccccc2s1,42.6%[activator],7.7%,0.5,-6.2%,0.7,-33.2,36.8[activator],8.1%,-1.6%,-4.7%
C=CC[C@@H](CC(=O)N[C@@H](CO)Cc1ccccc1)C(=O)NC[C@H](OC(=O)[C@@H](CC=C)Cc1ccc(F)cc1)c1ccccc1,.,8.5%,-17.6,0.3%,.,?,12.8,0.1%,2.1%,.
O=C(NCc1ccco1)c1ccc(Cn2c(=O)c3ccccc3n(Cc3cccc(F)c3)c2=O)cc1,8.2%,3.9%,-6.4,0.5%,2.0,21.1,-13.2,.,-0.8%,1.3%
O=C(N/N=C/c1ccco1)c1cc(-c2cccc3ccccc23)n[nH]1,19.8%,-5.4%,2.2,0.3%,0.4,-14.9,9.4,1.4%,?,-3.9%
CCCc1cnc(NCCNCC(O)COc2ccc(Cl)c(Cl)c2)nc1 (stereo not given),25.3%,-3.6%,22.3,-5.1%,-29.3,10.6,7.8,-1.5%,?,-0.1%
S=c1[nH]nc(CCc2ccccc2)n1Cc1ccccc1,0.5%,0.5%,7.6,-11.7%,2.5,6.0,8.2,-1.0%,0.8%,-1.8%
CCOc1ccc(OCC)c(NC(=O)C2CCN(c3nn4c(=O)cc(C)nc4s3)CC2)c1,22.0%,2.9%,-1.9,-2.8%,-0.1,-2.5,-5.0,-1.5%,-0.2%,7.1%
CN(C)S(=O)(=O)c1cccc(NC(=O)COC(=O)CCc2nc3ccccc3s2)c1,-8.2%,1.9%,0.3,-2.4%,0.4,-4.8,39.0[activator],-4.5%,-8.3%,-0.4%
C/[N+]([O-])=C/c1c(OCc2ccccc2)ccc2ccccc12,4.5%,-2.3%,-7.0,1.8%,-1.3,-3.1,-8.5,6.6%,?,0.7%
CC(=O)c1ccc(Nc2nc3ccccc3nc2NS(=O)(=O)c2cccs2)cc1,-6.4%,4.8%,8.6,-3.7%,6.9,-32.7,-0.6,-2.8%,?,5.6%
Cc1ccc(NC(=O)CSCCc2ccccn2)nc1,-13.1%,5.5%,-10.6,-3.5%,1.0,3.9,14.0,8.2%,7.9%,-0.5%
CC1CCCCC1NC(=O)c1nnc(Cc2ccc(Cl)cc2)o1 (stereo not given),12.6%,-0.4%,-3.4,-4.0%,0.1,3.4,43.9[activator],-8.3%,-0.8%,.
O=C(Cn1cccc1)N1CCc2ccccc21,4.5%,-8.0%,-15.3,-4.1%,0.7,9.0,-4.3,0.4%,?,-0.7%
CCN(CC)S(=O)(=O)c1cccc(C(=O)NN2Cc3ccccc3C2=N)c1,8.7%,-0.5%,.,-0.3%,0.5,11.7,2.0,-6.4%[46.1 µM],23.5%,-1.7%
